TRHR PAM: qHTS for Small Molecule Agonists and Allosteric Enhancers of Human TRH Receptor: Primary Screen for Enhancers; Thyrotropin-releasing hormone receptor (Homo sapiens), P34981; TRHR cells, fluo-8 calcium fluorescence, EC20 TRH enhancement; enhancement, % at 2 µM; 360,000 compounds, 0.66% hits; in the data active means enhancement above about 30%; further: 0% is about no effect
Target sequence (P34981 whole entry, looked up): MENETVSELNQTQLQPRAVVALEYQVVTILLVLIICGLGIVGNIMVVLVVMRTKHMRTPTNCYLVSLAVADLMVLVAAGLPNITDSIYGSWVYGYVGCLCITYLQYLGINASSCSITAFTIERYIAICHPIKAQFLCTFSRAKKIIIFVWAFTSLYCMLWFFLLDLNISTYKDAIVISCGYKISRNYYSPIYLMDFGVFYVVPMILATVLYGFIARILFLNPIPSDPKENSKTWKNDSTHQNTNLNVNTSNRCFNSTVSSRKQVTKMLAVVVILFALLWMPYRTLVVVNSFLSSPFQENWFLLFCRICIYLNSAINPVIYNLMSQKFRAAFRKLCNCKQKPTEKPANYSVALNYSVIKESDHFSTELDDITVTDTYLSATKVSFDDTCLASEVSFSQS
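TRHR-expressing cells loaded with fluo-8 calcium dye were read kinetically (ex 480/em 530) during compound addition, then stimulated with an EC20 of TRH (10 nM final). Enhancement of the Gq-mediated intracellular calcium response was scored.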
TrxR1 substrate: qHTS Assay for Substrates of Mammalian Selenoprotein Thioredoxin Reductase 1 (TrxR1): qHTS; purified TrxR1 substrate turnover, NADPH consumption readout; Potency, µM (series often up to 114 µM), without a hit: at the top dose activity change, negative = substrate turnover; Thioredoxin reductase 1, cytoplasmic (Rattus norvegicus), O89049; 390,000 compounds, 0.01% hits; further: potency means the concentration at half of the fitted maximal effect; on the % scale 0 is the no-effect control and ±100 the full control effect; nearly all actives have a fitted effect of over 50% in size
Target sequence (O89049 whole entry, looked up): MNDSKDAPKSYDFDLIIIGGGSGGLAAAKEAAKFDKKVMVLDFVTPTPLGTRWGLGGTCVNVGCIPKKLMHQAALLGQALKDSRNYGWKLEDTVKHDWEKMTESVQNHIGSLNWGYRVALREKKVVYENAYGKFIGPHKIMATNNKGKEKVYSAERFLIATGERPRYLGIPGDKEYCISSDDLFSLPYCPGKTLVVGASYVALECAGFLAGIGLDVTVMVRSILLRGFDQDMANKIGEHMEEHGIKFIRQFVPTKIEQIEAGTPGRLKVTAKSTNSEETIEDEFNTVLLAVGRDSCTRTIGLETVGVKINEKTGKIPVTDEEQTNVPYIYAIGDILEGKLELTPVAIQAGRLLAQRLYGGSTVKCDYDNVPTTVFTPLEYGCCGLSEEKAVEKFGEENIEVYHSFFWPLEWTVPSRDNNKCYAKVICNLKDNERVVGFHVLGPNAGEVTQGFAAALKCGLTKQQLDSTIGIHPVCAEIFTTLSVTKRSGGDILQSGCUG
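Rat TrxR1, dispensed at 90 nM, was prereduced with 400 uM NADPH (final) for 5 min at ~22 deg C, then incubated with compound 15 min before 400 uM selenite. A first-read NADPH fluorescence drop versus no-compound background flagged substrates.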
TRHR ag: qHTS for Small Molecule Agonists and Allosteric Enhancers of Human TRH Receptor: Primary Screen for Agonists | Thyrotropin-releasing hormone receptor (Homo sapiens), P34981 | TRHR cells, calcium flux fluo-8, FDSS agonist mode | activation, % at 2 µM | 360,000 compounds, 0.18% hits | AID 493084, 2011; in the data active means activation above about 30%; further: 0% is about no effect
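Fluo-8-loaded TRHR cells; 10 s baseline, compound added, kinetic Ca2+ fluorescence read 1/s, agonist mode.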
D2 agonist: HTS Assay for Allosteric Agonists of the Human D2 Dopamine Receptor: Primary Screen for Agonists; AID 485358, 2010; 340,000 compounds, 0.53% hits; activation, % at 2 µM; HEK293 T-REx D2 cells, calcium flux agonist mode;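 active means activation over 3 SD above normal in the single-dose calcium agonist read, cut at about 30% in these data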; further: 0% is about no effect
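Tetracycline-induced HEK293 T-REx cells with force-coupled D2 receptor, plated overnight at 30 C, loaded with no-wash calcium dye. After a 10 s baseline, compound was pin-added and calcium flux read kinetically for 180 s; calcium rises flagged agonists.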
D2 antag: HTS Assay for Allosteric Antagonists of the Human D2 Dopamine Receptor: Primary Screen for Antagonists; D(2) dopamine receptor (Homo sapiens), P14416; HEK293 TREx D2 cells, calcium flux, dopamine EC80; inhibition, % at 10 µM; 340,000 compounds, 2% hits; AID 485344, 2010; in the data active means inhibition above about 30%; further: 0% is about no effect
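Measurement of antagonist activity uses fluorescent calcium dye in inducible HEK293 T-REx D2 cells: 10 s baseline, compound addition with 180 s read, EC80 dopamine addition with a further 180 s read.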
TrxR1 inh: qHTS Assay for Inhibitors of Mammalian Selenoprotein Thioredoxin Reductase 1 (TrxR1): qHTS | recombinant rTrxR1, NADPH fluorescence consumption, selenite substrate | AID 588453, 2011 | Potency, µM (series often up to 114 µM), without a hit: at the highest dose activity change, negative = inhibition, usual class: inhibitors | 390,000 compounds, 1% hits; further: potency means the concentration at half of the fitted maximal effect; on the % scale 0 is the no-effect control and ±100 the full control effect; nearly all actives have a fitted effect of over 65% in size
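Rat TrxR1 (90 nM in the dispensed reagent) was pre-reduced with 400 uM NADPH for 5 min at room temperature, then incubated with compound for 15 min. After 400 uM selenite was added, NADPH fluorescence (Ex 340/Em 450 nm) was followed for 8 min.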
IDH1 R132H inh: qHTS for Inhibitors of mutant isocitrate dehydrogenase 1 (IDH1): qHTS | Isocitrate dehydrogenase [NADP] cytoplasmic (Homo sapiens), O75874 | Potency, µM (series often up to 76.6 µM), without a hit: top-dose activity change, negative = inhibition, actives largely listed as inhibitors | 390,000 compounds, 0.093% hits | AID 602179, 2012 | IDH1-R132H enzyme, NADPH consumption, diaphorase/resazurin fluorescence; further: potency means the concentration at half of the fitted maximal effect; on the % scale 0 is the no-effect control and ±100 the full control effect; nearly all actives have a fitted effect of over 65% in size
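IDH1-R132H (0.5 ug/mL) preincubated 30 min with compound, then NADPH (0.016 mM) and alpha-KG (2 mM) added; 80 min at RT, pH 7.5. Remaining NADPH coupled via diaphorase/resazurin to fluorescence (540/590 nm); concentration-response curves normalized to no-enzyme control.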
PI4K2A block: qHTS for small molecular inhibitors of PI4K2A; AID 1346378, 2018; purified PI4K2A, ADP-Glo luminescence, 1 h; hits give low values; 420,000 compounds, 0.13% hits; Phosphatidylinositol 4-kinase type 2-alpha (Homo sapiens), Q9BTU6; activity change, negative = inhibition, % at 76.9 µM; in the data active means activity change below about -50%; inconclusive means mostly about -30% to -49%;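 further: -100% = wells without enzyme as full effect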
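Compounds are screened against recombinant PI4K2A using PI as substrate and ATP, the latter dispensed at 300 microM. Reactions run one hour at ambient temperature before ADP-Glo detection; full inhibition defined by wells lacking enzyme.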
USP1-UAF1 inh: Inhibitors of USP1/UAF1: Primary Screen; Ubiquitin carboxyl-terminal hydrolase 1 (Homo sapiens), O94782; recombinant USP1/UAF1, Ub-Rhodamine cleavage fluorescence; Potency, µM (titrated, usually from 57.1 µM), inactives show at the top dose activity change, negative = inhibition, most hits filed as inhibitors; 390,000 compounds, 0.23% hits; further: potency means the concentration at half of the fitted maximal effect; on the % scale 0 is the no-effect control and ±100 the full control effect; nearly all actives have a fitted effect of over 60% in size; inactives centre near -12
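In this screen, compounds sit with the deubiquitinase complex (1nM) for 15 min at room temperature before Ub-Rho is added at 150nM final. Fluorescence rise is then followed for 6 reads every 60 seconds.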
An asterisk follows results filed as active; ? = inconclusive; · = no result given; & = joins results of further samples; [ ] = remark or other dose. Unless noted, the call rests on the fitted dose curve; in most records, active means well fitted inhibition curve with a large enough effect; inconclusive means small, poorly fitted or top-dose-only effect; inactive means no such curve, though single readings can be large or run the other way.

Order of values: D2 agonist	USP1-UAF1 inh	D2 antag	TrxR1 inh	TrxR1 substrate	PI4K2A block	TRHR ag	IDH1 R132H inh	TRHR PAM
COc1cc(N2CCCC2)c(OC)cc1/C=C(/C#N)c1ccc(F)cc1
  6.6	?	-12	-11%	-7%	6	6.9	3%	-7
COc1ccc(-c2nnn3c2nc(NCc2ccccc2)c2ccccc23)cc1
  2.3&-0.3	-8%&-20%	4	-8%&20%	-7%&10%	2&3	-0.2&0.1	-3%&13%	3&-5
COc1cc(O)ccc1C=O
  -0.4	-12%	-2	9%	-10%	-4	0.9	-3%	4
Cc1cccc(N2CCN(C(=O)Cn3nc(Cc4ccncc4)c4ccccc4c3=O)CC2)c1C
  ·	-14%	·	45%	12%[57.1 µM]	8	·	-7%	·
CSc1ccccc1OCc1cc(C(=O)N2CCc3sccc3C2)no1
  0.7	-23%	-13	16%	-2%	5	0.0	11%	-3
O=c1c2c(-c3cccs3)csc2ncn1-n1cccc1
  -0.1	-18%	-10	13%	12%	2	0.0	0%	0
Cc1cc(C)c2c(=O)[nH]n(C3CCCCCC3)c2n1
  0.9	-22%	15	6%	4%[57.1 µM]	-2	-0.5	-4%	5
Cc1cc(C)c(S(=O)(=O)Nc2c(C)n(C)n(-c3ccccc3)c2=O)cc1[N+](=O)[O-]
  0.1	-14%	16	17%	5%	-1	0.1	-1%	1
CC(C)[C@H](NC(N)=O)C(=O)Nc1cccc(S(=O)(=O)NC2=NCCCCC2)c1
  0.4	-8%	0	0%	-4%	1	-0.5	2%	2
COCCn1c(CCC(=O)Nc2ccc(OC)c(OC)c2)nc2cccnc21
  -0.6	3%	·	16%	2%	-2	-0.1	-3%	1
CCN1C(=O)C2(C(C#N)=C(N)Oc3n[nH]c(-c4ccc(Cl)cc4)c32)c2ccccc21 (centres undefined)
  1.1	-22%	1	0%	5%	-5	-0.7	5%	4
O=C(NCCN1CCOCC1)/C(=C/c1ccccc1)NC(=O)c1ccccc1
  ·	-21%	·	20%[57.1 µM]	10%[0.0914 µM]	-1	0.4	-3%	-6
COc1ccccc1NC(=O)/C(C#N)=C/c1c(C)nn(-c2ccc(F)cc2)c1Cl
  32*	-2%	-4	-22%	-15%	-2	0.2	-2%	7
CCOc1ccc(C(=O)c2cn(CC(=O)Nc3ccc(Cl)cc3)c3cc4c(cc3c2=O)OCO4)cc1
  0.1	-12%	·	10%	4%	1	1.7	-4%	1
COc1ccc(/C=N/NC(=O)c2ccn[nH]2)cc1Cn1cc([N+](=O)[O-])cn1
  -0.5	-10%	4	11%[11.4 µM]	1%[11.4 µM]	3	-0.6	4%	-8
CCOC(CNC(=O)c1ccc2c(c1)ncn2-c1ccc(F)c(F)c1)OCC
  0.5	-22%	6	30%	7%	0	0.0	8%	-2
Cc1ccc(C)c(SCC(=O)Nc2cccc(S(=O)(=O)NC3=NCCCCC3)c2)c1
  -1.1	3%	7	9%[57.1 µM]	-9%	-1	-1.4	5%	5
Cc1onc(-c2c(F)cccc2Cl)c1C(=O)NCc1ccccc1
  -0.3	-12%	23	29%	-1%	4	-0.5	7%	-3
COCCCN(C(=O)CSCC(=O)Nc1cccc(C)c1)c1c(N)n(Cc2ccccc2)c(=O)[nH]c1=O
  0.0	-2%	9	-13%	-6%	2	0.1	1%	0
Cc1ccc(NC(=O)Cn2cnc3c(oc4ccccc43)c2=O)cc1
  2.7	?	·	1%	-9%	-2	-0.5	-4%	9
COc1ccc(C(=O)NNC(=O)CCCCC(=O)NNC(=O)c2ccc(OC)cc2)cc1
  16	2%	-7	-4%	-7%	-2	2.0	-2%	-3
COCC(C)NC(=O)NC1(C(F)(F)F)Oc2ccc(Cl)cc2O1 (centres undefined)
  -0.4	-22%	-10	-2%	-2%	-4	-0.6	2%	0
COc1ccc(N2CCN(C(=O)COc3ccccc3)CC2)cc1
  0.2	-9%	-1	-3%	2%	-3	1.1	-1%	-6
CC(C)Cc1nc(Nc2ccccc2C#N)c2nnn(Cc3ccccc3)c2n1
  0.8	-24%	15	45%[activator]	3%	1	0.8	-1%	-5
Cc1ccccc1-c1nnn(CC(=O)Nc2ccc3c(c2)OCCO3)n1
  0.4	1%	-2	26%[57.1 µM]	5%[57.1 µM]	2	0.1	-9%	10
COc1cc(/C=N/NC(=S)Nc2cccnc2)cc(OC)c1OC
  0.9	-8%	-14	7%[11.4 µM]	10%[57.1 µM]	-1	-1.2	24%	1
COc1cccc(NC(=O)CSCc2n[nH]c(=O)[nH]2)c1
  0.6	-1%	0	23%	7%	-1	1.0	1%	13
CN(Cc1ccc(OC(F)F)cc1)C(=O)c1cccc(S(=O)(=O)N2CCN(c3ccccc3)CC2)c1
  ·	-19%	·	27%	3%	3	·	9%	·
COc1ccc(CN2CCNC(=O)C2CC(=O)NCCc2c[nH]c3ccccc23)c(OC)c1 (centres undefined)
  0.4	-15%	11	6%[57.1 µM]	4%[57.1 µM]	-1	-0.3	-1%	-2
CCN(CC)C(=O)Sc1cccc2cccnc12
  -0.1	-8%	13	43%[activator]	44%[activator]	0	-0.5	1%	-2

Record cards, as listed above. Screens in order: D2 agonist	USP1-UAF1 inh	D2 antag	TrxR1 inh	TrxR1 substrate	PI4K2A block	TRHR ag	IDH1 R132H inh	TRHR PAM
Shown for `O=c1c2c(-c3cccs3)csc2ncn1-n1cccc1` → -0.1	-18%	-10	13%	12%	2	0.0	0%	0
Shown for `COc1cc(O)ccc1C=O` → -0.4	-12%	-2	9%	-10%	-4	0.9	-3%	4

The listing picks up, starting two compounds before the break.
Order of values: D2 agonist	USP1-UAF1 inh	D2 antag	TrxR1 inh	TrxR1 substrate	PI4K2A block	TRHR ag	IDH1 R132H inh	TRHR PAM
COc1ccc(CN2CCNC(=O)C2CC(=O)NCCc2c[nH]c3ccccc23)c(OC)c1 (centres undefined)
  0.4	-15%	11	6%[57.1 µM]	4%[57.1 µM]	-1	-0.3	-1%	-2
CCN(CC)C(=O)Sc1cccc2cccnc12
  -0.1	-8%	13	43%[activator]	44%[activator]	0	-0.5	1%	-2
Cc1ccc(NC(=O)CN2C(=O)S/C(=C\c3ccccn3)C2=O)cc1
  3.2	-26%	10	-8%	-8%	0	1.7	-4%	6
O=C1N=C(N2CCCCC2)S/C1=C\c1ccccc1F
  0.2	4%	6	-22%[57.1 µM]	-15%[57.1 µM]	0	-0.6	-2%	-8
Cc1ccc(S(=O)(=O)N2CCN(C(=O)C(F)(F)F)C2c2ccc(N(C)C)cc2)cc1 (centres undefined)
  0.0	-23%	-5	26%[57.1 µM]	13%[57.1 µM]	2	0.2	1%	-1
CCOCCCNC(=O)C1(O)c2cc(Br)ccc2NC(=O)N1c1ccc(CC)cc1 (centres undefined)
  -2.0	-13%	3	13%[57.1 µM]	3%[57.1 µM]	1	-0.7	-5%	-11
Cc1c(Cl)cccc1NC(=O)NN1CCN(C)CC1
  0.4	-7%	8	24%	13%	-5	0.1	-2%	-6
CCN(CC)C(=O)CN1CCC(c2nc3cc(C)c(C)cc3[nH]2)CC1
  -2.9	0%	-5	15%[57.1 µM]	10%[57.1 µM]	1	-0.6	3%	-1
Cc1cc(F)ccc1NC(=O)CCCN(C)S(=O)(=O)c1ccc(F)cc1
  0.4	-17%	11	11%[57.1 µM]	9%[57.1 µM]	-2	-0.7	7%	-6
COC(=O)C(c1ccccc1)N(Cc1cccc(CN(C(C(=O)OC)c2ccccc2)S(C)(=O)=O)c1)S(C)(=O)=O (centres undefined)
  -0.3	-25%	-8	22%	3%	-1	0.5	3%	1
CCCN(Cc1cc2cc(C)ccc2[nH]c1=O)C(=O)c1cccc(OC)c1
  1.1	4%	8	-7%[57.1 µM]	10%[57.1 µM]	-3	-0.2	2%	-6
O=C(CCn1c(=O)[nH]c2ccsc2c1=O)N1CCc2ccccc2C1
  -0.2	0%	13	2%	-4%	2	-0.2	15%	-1
CCC(C)NC(=O)c1cnn(-c2ccc(Cl)cc2)c1C1CCN(C(=O)OC(C)(C)C)CC1 (centres undefined)
  0.0	-17%	·	10%	-4%	-2	-0.5	-6%	-7
COc1cccc(NC(=O)CCC2CCN(C(=O)Cc3cccc(F)c3)CC2)c1
  -0.2	-4%	-5	-8%	-2%	-5	-1.2	-2%	0
COC(=O)c1ccc(OC)c(Cn2c(=O)n(C)c(=O)c3ccccc32)c1
  -5.2	-26%	0	13%[57.1 µM]	8%[57.1 µM]	-3	-0.7	13%	-5
CN(C)C(=O)COC(=O)c1cccc(S(=O)(=O)Nc2ccc(OCc3ccccc3)cc2)c1
  ·	1%	·	-13%	-13%	-2	·	-7%	·
CCn1c2ccccc2c2cc(NC(=O)COc3ccccc3)ccc21
  -0.3	-3%	2	-18%	-10%	-1	0.4	4%	0
Cc1noc(C)c1COc1ccc(C(=O)Nc2ccccc2)cc1
  0.3	-14%	5	12%[11.4 µM]	0%[11.4 µM]	-1	0.2	12%	15
COc1ccc(S(=O)(=O)n2[nH]c(=O)c(CCO)c2C)c([N+](=O)[O-])c1
  -0.1	-7%	15	-14%	10%	2	0.2	5%	2
